Source: PubChem BioAssay
PAFAH1B3 inh: blocks human PAF acetylhydrolase 1B catalytic subunit 3 | hit rate 0.28% among 340,000 | inhibition, % at 3.39 µM | Q15102 | AID 492972 | recombinant PAFAH1B3, FP-rhodamine probe, fluorescence polarization;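 active means inhibition above the screen-wide average of all tested compounds plus 3 SD, cut at about 25% in these data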;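 further: 0% = enzyme with DMSO only and 100% = wells lacking PAFAH1B3 protein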
PAD4 FP inh: blocks human protein arginine deiminase 4; Q9UM07; recombinant PAD4, RCA probe fluorescence polarization; inhibition, % at 6.36 µM; hit rate 0.41% among 330,000;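 active means percent inhibition above a cutoff equal to the mean of all tested compounds plus 3 SD, cut at about 15% in these data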;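 further: 0% = PAD4 with RCA probe and DMSO and 100% = probe without PAD4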
LYPLA1 counter: LYPLA1 (human) inhibition in PME1 counter-screen | O75608 | recombinant LYPLA1, FP-Rh probe fluorescence polarization | inhibition, % at 5.9 µM | hit rate 0.16% among 320,000 | AID 2174;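 active means inhibition above the mean of all tested compounds plus 3 SD, set per campaign, cut at about 14% in these data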;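 further: inhibitors block serine hydrolase probe labeling of LYPLA1 so polarization falls; 0% = enzyme with DMSO and 100% = wells lacking LYPLA1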
Target sequence (O75608 whole entry, looked up): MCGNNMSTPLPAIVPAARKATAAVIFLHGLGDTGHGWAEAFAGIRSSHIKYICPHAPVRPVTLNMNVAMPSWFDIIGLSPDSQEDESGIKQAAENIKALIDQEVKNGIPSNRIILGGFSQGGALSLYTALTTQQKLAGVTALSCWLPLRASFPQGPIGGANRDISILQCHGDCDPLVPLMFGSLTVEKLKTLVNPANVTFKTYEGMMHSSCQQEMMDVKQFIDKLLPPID
pPAFAH inh: pPAFAH (human) enzyme inhibition. recombinant pPAFAH, FP-rhodamine probe fluorescence polarization. hit rate 1.5% among 330,000. Q13093. inhibition, % at 3.39 µM;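 active means inhibition above the mean inhibition across the screen plus 3 SD, cut at about 25% in these data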;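 further: inhibitors block binding of the rhodamine activity-based probe so polarization drops; 0% = enzyme with DMSO and 100% = wells lacking pPAFAH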
GSTO1 counter: counter-screen for RBBP9 inhibitors: inhibitors of human GSTO1; hit rate 1.1% among 300,000; recombinant GSTO1, activity-based probe fluorescence polarization; P78417; inhibition, % at 5.96 µM;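 active means inhibition above the campaign mean inhibition plus 3 SD, cut at about 35% in these data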;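 further: 0% = GSTO1-1 with DMSO and 100% = wells lacking GSTO1-1 enzyme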
Target sequence (P78417 whole entry, looked up): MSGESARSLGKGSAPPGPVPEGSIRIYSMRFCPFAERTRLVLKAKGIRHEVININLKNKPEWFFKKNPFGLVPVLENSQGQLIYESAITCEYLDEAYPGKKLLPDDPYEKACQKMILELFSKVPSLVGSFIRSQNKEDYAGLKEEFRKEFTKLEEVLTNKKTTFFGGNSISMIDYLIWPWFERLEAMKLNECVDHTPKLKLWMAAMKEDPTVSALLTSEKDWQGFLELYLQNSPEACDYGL
PAFAH2 FP inh: PAFAH2 (human) inhibition; Q99487; recombinant PAFAH2, FP-rhodamine activity probe, fluorescence polarization; inhibition, % at 3.39 µM; hit rate 0.99% among 340,000;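 active means inhibition above the mean over all tested compounds plus 3 SD, cut at about 30% in these data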;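 further: inhibitors block probe labeling of enzyme so polarization drops; 0% = enzyme with DMSO and 100% = wells lacking PAFAH2 protein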
PAFAH1B2 inh: PAFAH1B2 (human) inhibition; P68402; recombinant PAFAH1B2, FP-rhodamine activity probe, fluorescence polarization; inhibition, % at 3.39 µM; hit rate 1.2% among 340,000;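 active means inhibition above the mean of all tested compounds plus 3 SD, cut at about 24% in these data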;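 further: 0% = enzyme with DMSO and 100% = wells lacking PAFAH1B2; many of its hits are not listed in these tables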
Target sequence (P68402 whole entry, looked up): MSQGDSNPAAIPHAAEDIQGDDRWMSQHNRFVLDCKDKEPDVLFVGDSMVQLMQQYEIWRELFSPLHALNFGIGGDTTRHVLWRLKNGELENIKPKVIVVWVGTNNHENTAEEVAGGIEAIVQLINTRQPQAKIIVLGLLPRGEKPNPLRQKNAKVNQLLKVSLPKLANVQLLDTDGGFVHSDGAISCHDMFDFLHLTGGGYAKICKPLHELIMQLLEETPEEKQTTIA
LYPLA2 inh: counter-screen for PME1 inhibitors: inhibitors of human LYPLA2 | inhibition, % at 5.9 µM | recombinant LYPLA2, FP-Rh probe fluorescence polarization | O95372 | hit rate 0.38% among 320,000;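 active means inhibition above the screen-wide mean plus 3 SD, limit set per campaign, cut at about 26% in these data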;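 further: 0% = LYPLA2 with DMSO and 100% = wells lacking LYPLA2 enzyme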
Target sequence (O95372 whole entry, looked up): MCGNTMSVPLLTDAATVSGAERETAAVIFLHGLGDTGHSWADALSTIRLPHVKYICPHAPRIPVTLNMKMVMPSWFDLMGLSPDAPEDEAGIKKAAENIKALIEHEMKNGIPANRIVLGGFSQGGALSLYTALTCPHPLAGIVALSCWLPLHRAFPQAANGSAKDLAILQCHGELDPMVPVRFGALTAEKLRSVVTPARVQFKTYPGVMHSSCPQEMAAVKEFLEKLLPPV
PREPL inhibitor: inhibitors of human prolyl oligopeptidase-like enzyme PREPL; inhibition, % at 5.96 µM; recombinant PREPL, fluorescence polarization activity-based probe; hit rate 0.68% among 320,000; AID 2751; in the data active means inhibition above about 43%;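 further: 0% = enzyme with DMSO and 100% = wells lacking enzyme; many of its hits are not listed in these tables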
Starred values were filed as active, the others as inactive; . = no result given. Not all compounds are listed; rates above refer to the full screens.

SMILES	PAFAH1B3 inh	PAD4 FP inh	LYPLA1 counter	pPAFAH inh	GSTO1 counter	PAFAH2 FP inh	PAFAH1B2 inh	LYPLA2 inh	PREPL inhibitor
Cc1cccnc1NC(=O)Nc1ccc(F)cc1	6	-6	0	-3	-9	6	1	-3	-4
O=C(CCC(=O)N/N=C/c1ccco1)N/N=C/c1ccco1	.	0	2	3	-8	.	.	0	13
OC1CCN(Cc2cccc(Oc3ccccc3)c2)CC1	9	0	2	-5	1	15	6	0	-11
Cc1ccc(-c2csc3nc[nH]c(=S)c23)cc1	-2	-1	0	4	3	6	7	4	1
CNc1ccc(OC(F)F)cc1C(=O)c1ccccc1	4	0	2	8	2	1	-3	2	3
Cc1ccccc1C(=O)NC(C(N)=O)P(=O)(OC(C)C)OC(C)C (stereo unspecified)	3	5	1	-1	1	-2	2	4	15
COCCNC(=O)c1onc(CSc2ccccc2)c1C(=O)O	-7	-5	2	3	0	2	9	-3	-3
C[n+]1cc[nH]c1SCC(=O)c1ccc(Cl)cc1	0	7	-1	3	3	-8	3	-1	-1
COc1ccc2cc3cc(C(=O)Nc4ccc5c(c4)OCCO5)oc3nc2c1	2	1	-3	7	4	11	3	-4	-6
COc1ccc(C(=O)NCC(=O)OCC(=O)N2CCc3ccccc32)cc1	4	1	1	0	-4	12	10	-3	-1
Cc1ccc(C(=O)NCC(=O)O)cc1S(=O)(=O)N1CCCCC1	-2	-2	0	4	4	8	7	-6	-6
CC(C)CCn1cnc2c(sc3nc4c(cc32)CSC(C)(C)C4)c1=O	-3	-2	-4	5	1	2	1	1	2
CC(C)c1ccccc1OCC(O)CN(CC(O)COc1cccc2ccccc12)C(C)C (stereo unspecified)	6	-5	-8	-3	1	2	0	-21	-19
CN1C(C(=O)NCc2ccco2)CC2Cn3c(nc4cc(Cl)c(Cl)cc43)C21 (stereo unspecified)	3	2	0	0	5	-4	2	-4	8
Cc1ccc(NC(=O)c2ccc(C)cc2)cc1	3	-2	2	3	5	7	-2	2	9
CC(=O)N1CCN(c2ccc(NC(=O)c3ccc(Br)o3)cc2Cl)CC1	9	-1	-1	4	16	3	7	8	19
O=C1NC(c2ccc(-c3ccccc3[N+](=O)[O-])o2)C(C(=O)c2ccccc2)C(O)(C(F)(F)F)N1 (stereo unspecified)	3	-6	-1	-1	-15	0	11	-4	-8
COc1ccc(S(=O)(=O)NCCSC(C)(C)C)cc1Cl	3	0	-2	13	8	6	3	-7	0
Cc1nc(NC(=O)c2ccc(F)cc2)sc1C(=O)Nc1ccc2c(c1)CCC2	-4	-3	-4	0	2	-4	-8	-4	-5
COc1cc(C(=O)OCC(=O)Nc2c(C)n(C)n(-c3ccccc3)c2=O)c([N+](=O)[O-])cc1OC	9	-2	0	3	.	1	5	6	16
Cc1ccc(S(=O)(=O)N(C)CCCC(=O)Nc2ccccn2)cc1	5	1	-4	1	10	1	4	-4	-16
CCOC(=O)c1c(C)n(-c2ccc(C)cc2)c2ccc(O)c(CN(C)C)c12	6	-4	-3	8	5	-3	3	-3	23
O=C(OCCOc1cccc(Cl)c1)c1cc(S(=O)(=O)N2CCOCC2)ccc1F	10	0	4	31*	-2	5	2	1	34
COCCN(C(=O)C1CCC1)c1nnc(-c2cccnc2)s1	-2	-2	0	1	-1	-3	2	-2	-5
COc1cc2c(C#CCCO)c(-c3ccsc3)oc(=O)c2cc1OC	8	-1	.	-1	.	-6	2	.	9
CCc1ccc(N2CC(C(=O)Nc3cccnc3)CC2=O)cc1 (stereo unspecified)	2	-5	0	1	18	-6	-3	0	-11
Cc1cc(OCC(=O)N(Cc2ccco2)C2CCS(=O)(=O)C2)ccc1Cl (stereo unspecified)	.	3	3	3	9	.	.	-1	25
CCCn1nc(NS(C)(=O)=O)c2cc3cccc(C)c3nc21	5	0	-2	-2	0	-9	3	-5	-7
O=C(c1ccc2nc(Cc3ccccc3F)oc2c1)N1CC[C@H](O)C1	5	-2	1	5	4	7	4	7	3
CCOC(=O)CC(NC(=O)C1c2ccccc2Oc2ccccc21)c1ccc(C)cc1 (stereo unspecified)	6	-1	-5	2	-1	-2	5	-1	-2
Cc1cccc(N2CCN(C(=O)Cc3c(C(=O)O)[nH]c4ccc(Cl)cc34)CC2)c1C	6	-7	-2	5	-5	8	10	2	8
O=C(CSc1nnc(-c2cccnc2)n1Cc1ccco1)N1CCc2ccccc21	14	2	-1	-1	2	-2	5	-6	3
CC(C)C[C@H](NC(=O)[C@@H]1O[C@H]1C(=O)O)C(=O)NCCCCN=C(N)N	3	-1	-4	1	0	5	1	-2	-4
N#Cc1ccccc1NC(=O)COc1ccccc1C(=O)Nc1ccccc1	2	-7	.	-5	.	2	-1	.	14
C/C(=N\NC(=O)c1ccccc1F)c1ccc2c(c1)Nc1ccccc1S2	2	5	-3	12	8	4	-1	-8	36
Cc1ccc2c(c1)C(c1ccccc1)N(C(=O)c1ccc3c(c1)OCO3)CC(=O)N2 (stereo unspecified)	2	-2	3	2	2	-7	3	5	-5
Cc1cc(C(=O)Nc2ccc3c(c2)OCCO3)c2ccccc2n1	-1	3	-2	-3	-6	-1	5	0	-5
O=Nc1c(-c2c(O)[nH]c3cc(Br)ccc23)[nH]c2ccccc12	13	-37	-33	-19	-32	-57	1	-56	9
COc1ccc(/C=N/NC(=O)c2ccc(COc3ccccc3Cl)o2)c(OC)c1C	-3	-1	0	3	-1	-6	-2	-5	-5
CSc1ccccc1-n1nnnc1SCC(=O)NCc1cccs1	4	-2	-2	8	0	5	2	4	0
C(=N\n1cncn1)/c1ccc(N2CCOCC2)cc1	9	-1	-1	-1	-2	-19	3	0	1
CNC(=O)CSc1nc2cc(S(=O)(=O)Nc3ccccc3OC)ccc2o1	7	4	3	6	-5	-6	3	4	5
COc1ccc(C2C(C(=O)Nc3cccc(OC)c3)c3ccccc3C(=O)N2C)cc1 (stereo unspecified)	8	2	-2	-2	1	5	-3	1	3
Cc1ccc(SCCC(=O)NC(C)C)cc1	4	0	-2	5	-3	2	9	4	-8
Cc1ccc2c(c1)NC(C(C)(C)C)CO2 (stereo unspecified)	-6	5	4	4	0	5	-1	3	-12
CC(=O)N(CN1C(=O)CCC1=O)c1cccc(Cl)c1	5	2	-1	-1	3	-7	0	-5	4
O=C(Nc1ccn(Cc2c(F)c(F)c(F)c(F)c2F)n1)c1ccc(COc2ccccc2Cl)cc1	-2	4	-11	-12	-10	-23	-2	-26	-2
CCOc1ccc(-c2nc(CSCC(=O)NCC3CCCO3)c(C)o2)cc1 (stereo unspecified)	5	1	2	5	8	2	5	3	15
Cc1c(-n2c(SCC(N)=O)nc3ccccc3c2=O)c(=O)n(-c2ccccc2)n1C	1	-2	2	2	-1	0	10	-1	-4
CCCn1c(=N)n(CC(=O)c2ccco2)c2ccccc21	4	-3	4	6	-1	3	-4	15	-4
Cc1ccc(NC(=O)Cn2nnc3ccccc32)cc1	.	2	-6	-3	8	.	.	1	-3
Cc1ccccc1-c1nnc(SCC(=O)N(CC(C)C)c2c(N)n(CC(C)C)c(=O)[nH]c2=O)n1C	-1	0	4	-8	0	-2	6	11	23
COc1ccc(NC(=O)CSCC(=O)N(C)CCOc2ccc(Cl)cc2)cc1	9	1	1	0	9	6	11	4	-5
COc1cccc(CC(=O)Nc2nc(-c3ccc(OC)c(OC)c3)cs2)c1	4	2	-4	4	-15	8	3	-11	1
CCOc1ccc(NS(=O)(=O)c2ccc3ncsc3c2)cc1	-3	-6	-1	3	-8	-4	-3	-3	-22
CNC(=S)NNC(=O)Cc1ccc(O)cc1	0	1	-2	5	6	5	6	1	-4
Cc1cc(C)c2c(=O)n(CC(=O)Nc3ccc(Cl)cc3)sc2n1	-4	0	3	-4	-1	-5	4	4	-5
Nc1nc(Cl)nc2c1ncn2[C@@H]1O[C@H](CO)[C@@H](O)[C@H]1O	-8	-2	2	6	4	-5	-4	1	0
COc1ccc(NC(=O)COc2cccc3c2OC(C)(C)C3)cc1OC	8	1	-1	3	.	-4	1	-2	5
Cc1cccc(COC(=O)CCCNC(=O)c2ccc(Cl)cc2)c1	2	-1	-3	10	.	6	7	-3	-65
Other compounds follow.
SMILES	PAFAH1B3 inh	PAD4 FP inh	LYPLA1 counter	pPAFAH inh	GSTO1 counter	PAFAH2 FP inh	PAFAH1B2 inh	LYPLA2 inh	PREPL inhibitor
CCOc1ccc(S(=O)(=O)NCCC(=O)NC2CCC(C)CC2)cc1 (stereo unspecified)	9	-3	.	5	.	1	5	.	14
Nc1c(Cl)ncnc1N/N=C/c1ccccn1	.	-6	-1	-2	4	.	.	-1	11
O=C(NNC(=O)c1ccc(=O)[nH]c1)c1ccc(NS(=O)(=O)c2cccs2)cc1	1	-3	0	4	.	-1	3	0	2
O=C1c2cc([N+](=O)[O-])ccc2-c2ncccc21	4	0	-1	-2	5	-4	0	1	-1
CCS(=O)(=O)NCCc1csc(-c2ccc(OC)c(OC)c2)n1	6	-10	0	-5	8	9	4	1	4
Cc1cccc(N(C(=O)Cn2nnc3ccccc32)C(C(=O)NC(C)(C)C)c2ccsc2)c1 (stereo unspecified)	9	-2	-2	3	6	-2	3	1	21
Cc1noc(C)c1CCC(=O)NC1CCCN(Cc2ccc(Cl)cc2)C1 (stereo unspecified)	11	-8	1	7	3	-2	-1	5	5
CCOc1ccc(CCNC(=O)C2CCCN(c3nnc(-n4cccc4)s3)C2)cc1OCC (stereo unspecified)	-2	-3	0	2	-7	3	-1	7	5
COc1ccc(-n2nnnc2SCC(=O)Nc2ccc3c(c2)OCCO3)cc1OC	6	-1	3	11	8	-1	-4	9	-5
O=S(=O)(c1ccccc1)N1CCN(Cc2cccc(Br)c2)CC1	.	-2	0	-1	-5	.	.	-1	-2
C/C(=N\NC(=O)c1c(Cl)cnn1C)c1cccc(NC(=O)c2ccc(C)cc2)c1	15	-3	2	0	-3	0	-2	1	-3
CCN(Cc1ccccc1)S(=O)(=O)c1ccc(S(=O)(=O)N(Cc2ccccn2)Cc2ccco2)cc1	4	3	-2	0	7	-3	0	-2	4
Cc1ccc(S(=O)(=O)N(C)CC(=O)Oc2ccc(-c3nnco3)cc2)cc1	-3	3	0	3	4	1	1	4	13
Cc1ccc(/C=N/Nc2ccc3ccccc3n2)o1	4	1	1	5	7	-1	3	-1	9
Cc1cccc(Nc2nc(-c3cccs3)cs2)n1	7	6	3	17	4	11	2	-3	18
CCCCNC(=O)COC(=O)c1ccc(Cl)c(S(=O)(=O)N2CCCC2)c1	9	3	-2	13	9	44*	4	-10	1
COCCCNC(=S)N(CCCO)Cc1cc2cc3c(cc2[nH]c1=O)OCO3	7	0	1	2	3	-7	4	1	8
Cc1ccc(Cn2nc(C)c(NC(=O)c3noc4c3CCCCC4)c2C)cc1	0	0	3	5	9	8	3	0	8
O=C1/C(=C/c2cccc(F)c2)Oc2cc(O)ccc21	9	-2	5	5	3	9	8	-2	-8
CCN(CC)S(=O)(=O)c1cccc(N=NC2=C(O)CCCC2=O)c1	7	0	-3	11	-3	8	-4	6	14
CC(=O)c1ccc(OCCCC(=O)Nc2cccc(S(=O)(=O)N3CCCCC3)c2)cc1	7	1	-3	-2	.	-4	3	3	6
O=C(CSc1nc(C2CC2)nc2sc3c(c12)CCCC3)NCc1ccco1	3	0	2	-3	1	-2	-1	5	24
